WRN inhibitor = qHTS for Inhibitors of WRN Helicase. Bifunctional 3'-5' exonuclease/ATP-dependent helicase WRN (Homo sapiens), Q14191. WRN helicase unwinding, fluorescent forked duplex, kinetic. 360,000 compounds, 0.46% hits. AID 651768, 2012. Potency, µM (series often up to 114 µM), for inactives: at the highest dose activity change, negative = inhibition, usual class: inhibitors; also: potency is read from the fitted curve at half-maximal effect; % is scaled to controls: 0 for no effect and ±100 for the full control effect; nearly all actives have a fitted effect of over 55% in size
Target sequence (Q14191 whole entry, looked up): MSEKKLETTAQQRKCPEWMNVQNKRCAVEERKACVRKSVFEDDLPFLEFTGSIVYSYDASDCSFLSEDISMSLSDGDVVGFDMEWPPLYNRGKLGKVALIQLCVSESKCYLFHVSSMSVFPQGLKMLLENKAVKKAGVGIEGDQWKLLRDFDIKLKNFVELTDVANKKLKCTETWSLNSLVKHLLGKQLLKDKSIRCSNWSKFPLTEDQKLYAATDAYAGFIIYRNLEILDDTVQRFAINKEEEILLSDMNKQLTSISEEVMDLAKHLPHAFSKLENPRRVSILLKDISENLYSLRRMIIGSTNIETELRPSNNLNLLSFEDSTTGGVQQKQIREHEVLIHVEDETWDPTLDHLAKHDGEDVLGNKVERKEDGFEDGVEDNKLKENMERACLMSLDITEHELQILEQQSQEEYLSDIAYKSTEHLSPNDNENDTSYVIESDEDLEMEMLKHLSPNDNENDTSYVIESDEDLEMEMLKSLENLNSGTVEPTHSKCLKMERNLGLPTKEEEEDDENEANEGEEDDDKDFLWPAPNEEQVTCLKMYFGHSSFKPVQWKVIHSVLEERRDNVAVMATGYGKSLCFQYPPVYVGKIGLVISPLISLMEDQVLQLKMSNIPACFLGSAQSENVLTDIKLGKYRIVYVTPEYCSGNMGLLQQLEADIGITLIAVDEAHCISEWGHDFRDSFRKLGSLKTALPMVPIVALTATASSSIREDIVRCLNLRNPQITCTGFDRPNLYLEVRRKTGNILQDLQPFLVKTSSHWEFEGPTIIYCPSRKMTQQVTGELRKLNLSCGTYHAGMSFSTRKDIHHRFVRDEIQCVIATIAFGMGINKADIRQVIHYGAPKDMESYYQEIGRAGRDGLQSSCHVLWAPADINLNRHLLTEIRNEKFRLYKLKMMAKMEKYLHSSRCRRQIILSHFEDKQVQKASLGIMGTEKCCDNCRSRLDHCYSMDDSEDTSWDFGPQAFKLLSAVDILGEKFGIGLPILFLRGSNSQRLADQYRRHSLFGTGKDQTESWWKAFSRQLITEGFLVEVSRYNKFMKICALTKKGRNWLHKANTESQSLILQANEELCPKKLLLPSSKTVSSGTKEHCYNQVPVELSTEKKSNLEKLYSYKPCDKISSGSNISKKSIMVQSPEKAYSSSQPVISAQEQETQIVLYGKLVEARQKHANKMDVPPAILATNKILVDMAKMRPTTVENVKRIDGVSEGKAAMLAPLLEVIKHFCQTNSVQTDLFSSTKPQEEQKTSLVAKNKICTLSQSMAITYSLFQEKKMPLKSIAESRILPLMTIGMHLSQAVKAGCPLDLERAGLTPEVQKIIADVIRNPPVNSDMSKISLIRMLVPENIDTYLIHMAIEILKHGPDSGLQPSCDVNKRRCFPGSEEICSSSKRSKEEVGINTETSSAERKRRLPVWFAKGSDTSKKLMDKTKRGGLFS
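Fluorescence dequenching readout, ex 525 nm/em 598 nm, kinetic mode: forked duplex DNA (100 nM final) with adjacent fluorophore and quencher unwound by WRN (20 nM final) with 2 mM ATP. Compound preincubation 15 min, room temperature.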
GLP-1R inv ag = qHTS of GLP-1 Receptor Inverse Agonists (Inhibition Mode); Glucagon-like peptide 1 receptor (Homo sapiens), P43220; HEK293 GLP-1R CRE-luciferase, luminescence, 24 h; GLP-1R form is constitutively active; Potency, µM (series often up to 38.3 µM), for inactives: at the highest dose activity change, negative = inhibition, usual class: inhibitors; 410,000 compounds, 1.6% hits; also: potency is read from the fitted curve at half-maximal effect; % is scaled to controls: 0 for no effect and ±100 for the full control effect; nearly all actives have a fitted effect of over 55% in size
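Luminescence readout: a drop in cAMP-driven luciferase signal flags inverse agonism at a constitutively active GLP-1R stably expressed in HEK293. Compound exposure lasted 24 hr at 37 deg C, 5% CO2.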
PI5P4Ka inh = qHTS for Inhibitors of phosphatidylinositol 5-phosphate 4-kinase (PI5P4K); 330,000 compounds, 1.2% hits; max response, %; AID 652105, 2013; PI5P4Kalpha enzyme, ADP-Glo luminescence, 60 min; hits give low values; active = max response of -50% or lower; inconclusive = between -30% and -50%; inactive = -30% or higher; also: value at the top dose of about 77 µM; % is scaled to controls: 0 for no effect and ±100 for the full control effect
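Luminescence from ADP-Glo served as readout of PI5P4Kalpha activity in a qHTS format. Reaction: enzyme, substrate, compound, ATP at 5 microM final, 60 min at RT.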
IL-2 act = qHTS of IL-2 Activators. IL-2 activation reporter assay, cell-based qHTS; stimulated with anti-CD3/CD4/CD28 beads; in transgenic mouse T cells. activation, % (series mostly up to about 46 µM). 360,000 compounds, 0.065% hits; in the data active = activation above about 50%; inconclusive = mostly about 30% to 49%; also: 0% is about no effect
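Unstimulated transgenic mouse T cells, 750 per well, received compound and, after 60 minutes, anti-CD3/anti-CD4 bead plus anti-CD28 stimulation. EGFP and DsRed were quantified after 18 hours.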
GLP-1R agonist = qHTS of GLP-1 Receptor Agonists; Glucagon-like peptide 1 receptor (Homo sapiens), P43220; HEK293 GLP-1R CRE-luciferase, luminescence, 4-6 h; cells express a hypersensitive GLP-1R form; Potency, µM (titrated, usually from 45.6 µM), for inactives: at the highest dose activation, most hits filed as activators; 380,000 compounds, 0.007% hits; also: potency is read from the fitted curve at half-maximal effect; % of control where 0% means no effect
DRD3 agonist = qHTS of D3 Dopamine Receptor Agonist: qHTS; D3R DiscoveRx beta-arrestin cells, luminescence, 90 min; AID 652048, 2013; 410,000 compounds, 0.58% hits; max activation, %; D(3) dopamine receptor (Homo sapiens), P35462; in the data active = max activation above about 30%; also: 0% is about no effect; mostly tested at two doses, the higher about 12 µM
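Cells at 1500/well, incubated overnight, then treated with pinned compounds (dopamine as control) for 90 min at 37 degrees C. DiscoveRx reagent added for 30 - 60 minutes at room temperature; luminescence read.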
PLK1 PBD inh = qHTS for Inhibitors of PLK1-PDB (polo-like kinase 1 - polo-box domain): Primary Screen; Serine/threonine-protein kinase PLK1 (Homo sapiens), P53350; Plk1 PBD binding of FITC phosphopeptide, fluorescence polarization; Potency, µM, for inactives: max response, negative = inhibition, actives largely listed as inhibitors; 360,000 compounds, 2.8% hits; also: potency is read from the fitted curve at half-maximal effect; series mostly up to about 57 µM; % is scaled to controls: 0 for no effect and ±100 for the full control effect; nearly all actives have a fitted effect of over 65% in size
GLP1R cytotox = qHTS of GLP-1 Receptor Inverse Agonists: Cytotox Screen; AID 624418, 2012; HEK293 cAMP-luciferase reporter cells, luminescence, 24 h; Potency, µM (top dose mostly 38.3 µM), for the others: at the top dose activity change, negative = inhibition, hits mostly inhibitors; 410,000 compounds, 0.13% hits;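 also: loss of luciferase light is scored as toxicity; potency is read from the fitted curve at half-maximal effect; % is scaled to controls: 0 for no effect and ±100 for the full control effect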
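To flag toxic compounds, the library was rerun on cells for 24 hr at 37 deg C and 5% CO2. Viability-linked luminescence was captured 12 min after adding luciferase detection reagent.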
D3 antag = qHTS of D3 Dopamine Receptor Antagonist: qHTS; max response, negative = inhibition, %; D(3) dopamine receptor (Homo sapiens), P35462; 360,000 compounds, 2.5% hits; D3R cells, DiscoveRx beta-arrestin luminescence, antagonist mode; hits give low values; AID 652054, 2013; in the data active = max response below about -50%; inconclusive = no clear call, values can overlap the other calls; also: % is scaled to controls: 0 for no effect and ±100 for the full control effect; mostly tested at two doses, the higher about 12 µM
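Cells plated overnight at 1500 cells/well, then exposed to library compounds with dopamine controls for 90 minutes at 37 degrees C. DiscoveRx reagent added for 30–60 minutes at room temperature; luminescence read, quantitative HTS format.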
* hit, by the source's call; u = inconclusive; x = no result given; [ ] = dose if it differs, or a comment. Unless noted, calls follow the shape of the dose curve; as a rule, active = well fitted curve in the direction sought with a large enough effect; inconclusive = small, poorly fitted or top-dose-only effect, or another doubt; inactive = no such curve, though single readings can be large; an effect the other way counts as inactive or inconclusive.

SMILES	WRN inhibitor	GLP-1R inv ag	PI5P4Ka inh	IL-2 act	GLP-1R agonist	DRD3 agonist	PLK1 PBD inh	GLP1R cytotox	D3 antag
Cc1cc(=O)n2[nH]c(-c3ccc(F)cc3)cc2n1	-8%	0%	-8	2.4	-10%	-4	-1%	17%	-21
O=C(NC(=S)Nc1cccc2c(O)cccc12)c1ccco1	-11%	-6%	u	-2.9	-1%	1	24µM*	-27%	-12
N#Cc1ccccc1CCN1C(=O)c2ccccc2C1=O	-6%	1%	4	-2.3	6%	-1	0%	-9%	20
C/C(=N\NC(=O)CC1(C)OCCO1)c1cccs1	8%	17%	-8	-1.1	-7%	1	-15%	4%	12
COCc1ccc(C(=O)N2CCCC(Nc3ccc4c(c3)OCCO4)C2)o1 (stereo not given)	-11%	8%	-5	-1.4	7%	4	2%	5%	19
Cc1ccc(S(=O)(=O)NCc2csc(C)n2)c(C)c1	4%	9%	-5	0.0	-2%	4	2%	3%	1
CC(C)C[C@H]1CN([C@@H](Cc2ccc(O)cc2)CN2CCC[C@@H]2CN2C(=S)NC[C@@H]2Cc2ccccc2)C(=S)N1CC1CCCCC1	-6%	u	5	0.0	0%	-13	1%	-7%	u
COc1ccc(CC(=O)NNc2ncnc3c2cnn3C)cc1OC	-14%	7%	-9	-0.8	3%	2	u	-14%	15
CCc1nn2c(NCCCO)cc(C)nc2c1-c1ccc(F)cc1	0%	u	0	0.1	9%	3	-6%	2%	-6
O=C(Nc1ccccc1)c1ccc(CN2CCC(Cc3ccccc3)CC2)cc1	-3%	-3%	1	3.3	-8%	-13	0%	-4%	-51*
COc1cc(C2CC(=O)c3c(ccc4ccccc34)N2)ccc1O (stereo not given)	2%	-18%	-6	-2.0	16%	4	2%	-18%	26
Cc1nc(-c2ccc(S(=O)(=O)NCc3ccccc3Cl)cc2)co1	x	8%	x	x	10%	4	x	-9%	x
Cc1ccccc1NC(=O)CSC1=NCCN1	-7%	-23%	2	-0.7	2%	-13	-10%	-10%	0
C/C(=N\NC(=O)c1nnn(-c2nonc2N)c1-c1ccccc1)c1ccccc1O	0%	u	0	-2.0	6%	5	-14%	2%	-4
COc1ccc(NC2CCCCC2NS(=O)(=O)c2ccc(C)cc2)cc1 (stereo not given)	-1%	-54%	-2	1.7	0%	1	-1%	0%	14
CN(C(=O)c1cccc(NC(=O)Cc2ccc(NC(=O)C3CCN(C(=O)C4CCCC4)CC3)cc2)c1)C1CCC1	1%	12%	0	-0.3	2%	1	-11%	7%	26
CCc1ccc(Cn2ncc3c(C(=O)O)cc(C)nc32)cc1	-3%	-1%	-4	-0.7	1%	2	27µM*	-6%	2
COc1ccc(C2NC(=O)NC(O)(C(F)(F)F)C2C(=O)c2ccc(C)cc2)cc1 (stereo not given)	-2%	-9%	x	-0.8	0%	10	-5%	-3%	2
COc1ccc(C(=O)N2CCc3ccccc3C2)cc1S(=O)(=O)N1CCCC1	2%	-13%	2	-2.6	16%	5	-6%	-4%	-7
CCc1cccc(-n2c(C)nc3c(cnn3-c3ccc(Cl)cc3)c2=O)c1	x	u	x	x	-1%	4	x	28%	x
COc1ccccc1CNC(=O)c1cc(-c2cc(F)ccc2OC(C)C)n[nH]1	-7%	u	-5	-0.3	-7%	-20	-3%	-3%	u
O=C(NCC(c1ccco1)N1CCCC1)c1cc2cc(Cl)ccc2o1 (stereo not given)	6%	10µM*	4	-3.3	14%	-23	-12%	11%	u
CCOc1ccc(NC(=O)C(c2ccccn2)N(C(=O)CCl)c2ccc(OC)cc2)cc1 (stereo not given)	-2%	-13%	-4	-0.6	-3%	4	-12%	-16%	29
C=C(C)CN1CCN(S(=O)(=O)c2ccc(C)c(N(C)S(=O)(=O)c3ccc(C)cc3)c2C)CC1	-19%	u	18	-0.6	-3%	-4	3%	17%	2
CCNC(=O)C1CCCN(C(=O)c2ccc(C#N)cc2)CC1 (stereo not given)	3%	3%	2	0.4	2%	10	1%	-2%	12
CN(C)c1ccc(NC(=S)N(CCc2ccccc2)C2CC(=O)N(c3c(Cl)cccc3Cl)C2=O)cc1 (stereo not given)	-3%	u	-8	0.1	-7%	-6	-21%	-9%	10
O=C(Nc1ncc([N+](=O)[O-])s1)c1cccc([N+](=O)[O-])c1	15%	u	-6	-3.8	26%	1	-18%	-17%	7
CC1(C)OC(=O)C2=C(C[C@@H](C3CCCC3)O[C@H]2CCc2cccc(Cl)c2)O1	2%	u	14	0.0	1%	-3	3%	6%	5
Cc1ccc(C(=O)Nc2nccs2)s1	2%	37%[activator]	1	-0.7	7%	-3	-10%	-6%	1
COc1ccc(OC)c(-n2c(-c3ccccc3)n[nH]c2=S)c1	-4%	0%	-1	1.4	-7%	-1	-7%	9%	-29
O=C(Cc1ccccc1)NCCc1ccc(Cl)cc1Cl	3%	-22%	-1	2.6	4%	2	6%	-11%	16
CN(Cc1ccc(O)cc1)C1CCCCC1	-4%	-2%	x	-2.0	-9%	-18	-7%	-17%	-13
O=C(CCN1C(=O)c2ccccc2C1=O)NC(=S)Nc1cccc(Cl)c1	-13%	-14%	-2	-1.7	2%	-1	-11%	1%	u
Cc1onc(-c2c(Cl)cccc2Cl)c1C(=O)NC(C)(C)CO	1%	6%	-1	-3.2	7%	-3	-9%	68%[activator]	-17
Cc1[nH]c(=O)c(C(=O)/C=C/c2ccccc2F)c2c1CCCC2	-8%	u	x	-3.9	-18%	-6	-11%	u	u
CN(C)c1ccc(C2(c3ccc(N(C)C)cc3)OC(=O)c3cc(N)ccc32)cc1	-2%	u	9	1.3	15%	-8	-1%	-8%	0
CCOc1ccccc1N1CCN(C(=O)COc2ccc3c(C)cc(=O)oc3c2)CC1	4%	-24%	3	-1.5	19%	2	-1%	-4%	13
COc1cc(OC)cc(-c2c(C#Cc3ccsc3)c3cc(-c4cnc(OC)nc4)ccc3n2C)c1	-2%	0%	1	0.5	9%	0	3%	5%	9
C[C@@H](C(=O)N[C@@H](Cc1c[nH]c2ccccc12)C(=O)O)n1nnc2ccccc2c1=O	7%	2%	-9	-1.4	-2%	-4	30µM*	-3%	15
CCN(CC)CC(=O)Nc1ccccc1SCC(=O)Nc1ccsc1C(=O)OC	0%	u	-1	-7.4	18%	6	-7%	4%	-5
CCOC(=O)C1CCN(S(=O)(=O)c2ccc(CN3C(=O)c4cccnc4C3=O)cc2)CC1	-2%[57.1 µM]	4%	-7	-0.8	-3%	5	-21%	-4%	-17
Cc1ccccc1Oc1ccccc1N	0%	-17%	8	2.4	15%	6	6%	1%	22
Nc1nc(NCc2cccs2)nn1-c1ccccc1	-1%	3%	6	2.6	-6%	-2	-3%	-7%	4
Cc1ccc(CSCCNC(=O)CN2C(=O)c3ccccc3S2(=O)=O)cc1	-7%	-17%	x	-2.0	13%	4	5%	5%	10
Cc1ccc(CCNC(=O)C2CCCN(S(=O)(=O)N3CC(C)CC(C)C3)C2)cc1 (stereo not given)	-1%	u	8	-0.6	-4%	-1	-3%	-10%	-15
O=C(CN(C(=O)c1csnn1)c1cccc(C(F)(F)F)c1)NCc1ccc(F)cc1	1%[57.1 µM]	-30%	-5	-0.6	8%	5	3%	-11%	2
CCOC(=O)Cc1csc(N/C(=N/S(=O)(=O)c2ccc(F)cc2F)c2ccccc2)n1	-1%	0%	0	-1.2	10%	-3	-10%	75%[activator]	-18
N#Cc1ccc(OCC(=O)OCC(=O)Nc2ccc(N3CCOCC3)cc2)cc1	-5%	44%[activator]	4	-0.4	1%	2	-10%	4%	4
CCOc1ccccc1-n1nnnc1SC(C)C(=O)OC (stereo not given)	-8%	3%	0	-3.7	10%	0	0%	-1%	4
N#Cc1cc(-c2ccccc2)nnc1Sc1ccccc1	3%	12%	1	-0.4	-1%	-3	2%	-6%	47
Cc1ccc(Cl)cc1NC(=O)C1CC(=O)Nc2ncnn21 (stereo not given)	-9%	-6%	1	0.7	-2%	2	-1%	-12%	2
COc1ccc(NC(=O)C[C@H]2C(=O)N(CCc3ccccc3)C[C@@H]2CSC)cc1	6%	2%	-3	-1.3	1%	4	6%	-34%	1
CC(C)=C1SC(N2CCN(c3ccc(C)c(Cl)c3)CC2)=NC1=O	1%	-25%	10	-4.0	-1%	2	-5%	u	2
CC1(C)C(=O)Nc2ccccc2N1C(=O)COC(=O)C12CC3CC(CC(O)(C3)C1)C2	-5%[11.6 µM]	33%[activator]	u	2.8	-4%	-3	-11%	41%	11
CC1=C(c2ccc(Cl)cc2)[N+](=O)C(C)(C)N1[O-]	-2%	11%	u	0.3	-5%	-20	12µM*	0%	-2
Cc1cccc(NC(=O)C2CCCN2/C=C/C(=O)C(F)(F)F)c1C (stereo not given)	0%	12%	3	-2.2	-4%	-7	-14%	6%	-16
CCN(CC)C(=O)c1cc2cc(Br)ccc2oc1=O	1%	0%	x	0.4	-11%	-27	0%	-3%	6
COC(=O)c1c(NC(=O)c2ccc(Br)s2)sc2c1CCC2	u	8%	x	-0.9	-2%	30*	u	2%	30
COc1ccccc1N1CCN(S(C)(=O)=O)CC1	-8%[57.1 µM]	2%	x	-4.3	0%	0	-6%	0%	7
Cc1ccc(OCCC(=O)Nc2ccccc2C(=O)NC2CC2)cc1	-2%	-29%	0	-0.7	-3%	3	1%	30%[activator]	14
Cc1cccc(NC(=O)c2ccc(COc3ccc4ccccc4c3)o2)n1	-7%	u	3	0.7	20%	-2	-11%	3%	4

From PubChem
